Screening data as filed in PubChem BioAssay.
RSV antiviral HEp-2 – inhibition of RSV-induced cytopathic effect – HEp-2 cells, primary 10 µM value included (AID 2391) | 310,000 compounds, 0.13% hits | HEp-2 cells, RSV-induced CPE inhibition; higher % means a stronger effect | one-dose CPE inhibition, % at 10 µM; IC50 in µM for titrated hits; in the data active means a potency from the dose series; inconclusive means CPE inhibition mostly from about 23% at the one dose, without a potency; inactive means the rest, 99 in 100 with CPE inhibition below about 21%; further: strong numbers were not always called active
West Nile virus CPE – West Nile virus antiviral activity, cell-based, CPE readout (AID 1621) | West Nile virus-infected cells, CPE inhibition; higher % means a stronger effect | one-dose CPE inhibition, % at 10 µM; IC50 in µM for titrated hits | 290,000 compounds, 0.02% hits; in the data active means a potency from the dose series; inconclusive means CPE inhibition mostly from about 3.7% at the one dose, without a potency; inactive means the rest, 99 in 100 with CPE inhibition below about 2.2%; further: strong numbers were not always called active
ER stress rescue – protection against thapsigargin-triggered cell killing – 384-well, CSM14.1, ATP luminescence, primary screen (AID 1222); cellular ATP content (survival), % at 20 µM, or EC50 in µM where a hit was titrated; CSM14.1 thapsigargin-induced death rescue, ATP luminescence; higher % means a stronger effect; 190,000 tested, under 10 active;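 active means EC50 below 50 µM in the dose-response confirmation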;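 further: death triggered by thapsigargin at about 15 µM added after 2 h compound pretreatment; cell ATP read after overnight thapsigargin exposure of roughly 18 to 22 hours; normalized against plate controls of thapsigargin alone and 5% DMSO vehicle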
GPR35 arrestin U2OS – GPR35 antagonists blocking zaprinast-driven arrestin recruitment, primary screen, imaging, U2OS, beta-arrestin-GFP, zaprinast agonist (AID 2058). U2OS GPR35 beta-arrestin-GFP translocation imaging, zaprinast antagonism; higher % means a stronger effect. inhibition, % at 10 µM, or IC50 in µM where a hit was titrated. 290,000 compounds, 0.052% hits;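 active means inhibition of at least 50% with at least 30 cells and total cytoplasm GFP at most 10,000,000; inconclusive means under 30 cells or total GFP of 10,000,000 plus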
NS5 inhibitors – Dengue-2 NS5 methyltransferase inhibitors, primary screen, biochemical, confirmation dose response (AID 588689) | inhibition, % at 25 µM, or IC50 in µM where a hit was titrated | 340,000 compounds, 0.3% hits | Dengue-2 NS5 methyltransferase capping enzyme assay, biochemical; higher % means a stronger effect; in the data active means a potency from the dose series; inconclusive means inhibition above about 29% without an active follow-up result
LYP inhibition – PTPN22 lymphoid phosphatase activity blockers – biochemical, fluorescence intensity, uHTS (AID 1779) | recombinant LYP phosphatase, fluorescence intensity; higher % means a stronger effect | inhibition, % at 11.5 µM; hits with a dose series show IC50 in µM | 290,000 compounds, 0.054% hits; in the data active means inhibition above about 50%;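 further: plate controls were vehicle with enzyme for no effect and no enzyme for full effect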
SV40 large T antigen – TAg ATPase/helicase activity blockers – biochemical (AID 1903); 310,000 compounds, 0.39% hits; inhibition, % at 20 µM, or IC50 in µM where a hit was titrated; SV40 large T antigen ATPase/helicase inhibition assay; higher % means a stronger effect; in the data active means a potency from the dose series; inconclusive means inhibition mostly from about 32% at the one dose, without a potency; inactive means the rest, 99 in 100 with inhibition below about 32%; further: strong numbers were not always called active
Salmonella PhoP GFP – PhoP-dependent GFP reporter repression – Salmonella Typhimurium, primary screen (AID 1863) | S. Typhimurium PhoP-regulated promoter GFP reporter, 4 h; higher % means a stronger effect | one-dose inhibition, % at 50 µM; IC50 in µM for titrated hits | 300,000 compounds, 0.16% hits;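 active means inhibition over 29.93%, a cutoff 3 SD above the screen mean, later confirmed by dose response; inconclusive means inhibition over 29.93% but no dose response follow-up; inactive means inhibition at most 29.93% or unconfirmed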;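 further: 0% = low Mg2+ inducing control and 100% = high Mg2+ repressing control; strong numbers were not always called active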
MgcRacGAP inhibition – MgcRacGAP GTPase-activating activity inhibitors, confirmation, biochemical, ADP Hunter fluorescence; MgcRacGAP-stimulated Rac1 GTP hydrolysis, ADP Hunter fluorescence; higher % means a stronger effect; GST-tagged Rac1 F28L mutant substrate; one-dose inhibition, % at 30 µM; IC50 in µM for titrated hits; 340,000 compounds, 0.6% hits; AID 624330;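 active means first-screen hits whose inhibition reached a set limit at any dose in the follow-up dose series; inconclusive means inhibition above the set first-screen limit but never retested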;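 further: fluorescence reports GDP produced by GAP-driven GTP hydrolysis; strong numbers were not always called active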
NS5 inhibitors pilot replicate – second read-out of NS5 inhibitors, no call of its own (marks repeat the call); inhibition, %; measured here: pilot screen replicate inhibition
* marks the source's active call; other numbers are inactive results; ? = inconclusive; · = not tested or not shown. The order is random; about 1.5% have a hit in one of these screens.

SMILES	RSV antiviral HEp-2	West Nile virus CPE	ER stress rescue	GPR35 arrestin U2OS	NS5 inhibitors	LYP inhibition	SV40 large T antigen	Salmonella PhoP GFP	MgcRacGAP inhibition	others
CC(C)c1onc(C(=O)N2CCN(C(c3ccccc3)c3ccccc3)CC2)c1[N+](=O)[O-]	0.5%	·	-3.7%	10%	-4%	5%	-1%	-5%	-1%
CCOC(=O)c1cc(-c2ccco2)nn1-c1ccc(C)cc1	2.3%	-0.6%	-0.6%	-13%	-18%	0%	4%	-5%	5%
O=C1CN(C(=O)c2ccc3nc(Cc4cccc(Cl)c4)oc3c2)CCN1	1.7%	0.4%	·	5%	-1%	-3%	9%	-3%	4%
CCOc1ccc(NC(=O)C2CCN(S(=O)(=O)c3ccc4c(c3)CC(C)N4C(C)=O)CC2)cc1 (stereo not drawn)	3.5%	2.0%	·	11%	4%	-3%	1%	4%	8%
CCc1nnc(NC(=O)CSc2ccc(-c3ccccc3OC)nn2)s1	-0.1%	0.4%	·	-9%	-5%	0%	7%	-4%	6%
COc1ccc(CC(=O)NCc2ccc3c(c2)OCO3)cc1	0.4%	-0.2%	-0.8%	-10%	-2%	-4%	3%	-3%	3%
CCCCCCCC(=O)NNC(=O)c1ccc(F)cc1	0.1%	0.5%	4.0%	-6%	2%	-2%	1%	-2%	4%
Cc1ccc(S(=O)(=O)N2CCCC2C(=O)NCCc2ccccc2)cc1 (stereo not drawn)	-0.4%	-1.2%	-0.9%	4%	-1%	-5%	8%	-11%	6%
CCCC(=O)NNC(=O)CCC(=O)Nc1ccccc1Cl	1.8%	0.0%	1.6%	13%	-13%	-5%	1%	-12%	6%
CCCC(=O)N1CCN(S(=O)(=O)c2cc(Cl)ccc2OC)CC1	0.3%	-0.1%	0.0%	-6%	-7%	-8%	2%	1%	4%
CN1CCN(CC(=O)C23CC4CC(CC(C4)C2)C3)CC1	0.8%	0.0%	-1.2%	-11%	-12%	4%	13%	0%	4%
C/C(CC(=O)Nc1ccc(N(C)C)cc1)=N\NC(=O)c1ccc([N+](=O)[O-])cc1	-0.2%	0.2%	·	-3%	·	0%	23%	-6%	62µM*
O=C(/C=C/c1ccco1)NCCc1ccccc1	-0.2%	-0.1%	-0.5%	5%	-10%	-2%	12%	5%	7%
Cc1nnsc1C(=O)NCc1c(F)cccc1Cl	0.3%	0.9%	·	12%	1%	-3%	4%	-4%	7%
COc1ccc(/C=C/C(=O)OCC(=O)NCc2ccco2)cc1OC	0.9%	-0.1%	-4.2%	0%	1%	3%	24%	-5%	6%
COc1cccc(N2CCN(C(=O)c3ccc(CS(=O)c4ccccc4Cl)o3)CC2)c1 (stereo not drawn)	7.2%	-1.0%	·	-1%	-5%	-8%	1%	6%	6%
COc1ccccc1NS(=O)(=O)c1cc(NC(=O)Nc2ccc(Cl)cc2Cl)ccc1N1CCCCC1	14%	0.6%	7.2%	-7%	-3%	10%	10%	22%	4%
CC(C)CN(c1ccccc1)S(=O)(=O)c1nnc(NC(=O)c2ccco2)s1	6.3%	-0.1%	·	-8%	1%	-6%	11%	-5%	3%
COCCNC(=O)c1ccccc1NC(=O)c1cccc([N+](=O)[O-])c1C	2.9%	-0.3%	0.3%	18%	-3%	-6%	6%	-2%	5%
CCOC(=O)COn1c(=O)c(-c2cc3ccccc3o2)[n+]([O-])c2ccccc21	0.7%	0.4%	-2.0%	1%	?	-9%	-1%	2%	-1%
CC(C)CNC(=S)N1CCC(Cc2ccccc2)CC1	1.6%	-1.0%	·	-22%	-4%	-11%	12%	1%	3%
CCNC(=O)N1CCN(C(=O)NCC)CC1	-0.3%	-0.1%	-2.1%	1%	-11%	1%	4%	-7%	2%
COc1ccccc1NC(=O)C(C)OC(=O)Cc1n[nH]c(=O)c2ccccc12 (stereo not drawn)	-0.4%	·	·	·	-1%	·	16%	-4%	1%
CCCN(CCC)CC(=O)NCC1(c2ccccc2)CCOCC1	0.7%	0.1%	4.6%	-3%	-6%	-3%	8%	1%	-6%
O=c1[nH]nc(SCCS(=O)(=O)c2ccc(F)cc2)n1-c1ccccc1	8.1%	2.3%	·	4%	·	-1%	5%	-12%	·
Cc1nc(-c2cc(-c3nc(-c4ccc(C(F)(F)F)cc4)no3)no2)cs1	-0.3%	-0.1%	·	9%	7%	-6%	8%	-2%	13%
Cc1noc(C)c1CSCC(=O)OCC(=O)NC1CCCCC1	-0.2%	1.2%	-1.1%	3%	-5%	-10%	0%	0%	4%
O=c1cc(CSc2ccc(Cl)cc2)nc(-c2ccccc2)[nH]1	-0.2%	·	·	3%	·	-6%	4%	-2%	·
CCCCCCC(=O)N(O)C1CC(=O)N(Cc2ccccc2)C1=O (stereo not drawn)	0.1%	1.5%	-2.3%	4%	-1%	-4%	9%	9%	-7%
Cc1c(NC(=O)c2ccccc2)c(=O)n(-c2ccccc2)n1C	1.4%	1.2%	-2.4%	5%	-5%	-5%	12%	6%	3%
O=S(=O)(c1ccc(-c2nnc(SCc3ccccc3)o2)cc1)N1CCCC1	0.6%	-0.2%	1.0%	12%	-5%	-7%	16%	-5%	7%
COc1ccc(NC(=O)C(=O)N2N=C(C(C)C)CC2(O)C(F)(F)F)cc1 (stereo not drawn)	-1.3%	0.1%	2.5%	0%	-1%	-4%	16%	-2%	-3%
CC(=O)N1CCN(S(=O)(=O)c2cccc(C(=O)NC3CCC(C)CC3)c2)CC1 (stereo not drawn)	1.0%	-0.8%	-0.6%	-2%	4%	-4%	1%	-1%	0%
CNc1nnc(Sc2ncccc2[N+](=O)[O-])s1	1.7%	-0.8%	·	0%	-5%	-5%	22%	-15%	17%
Nn1c(=O)[nH]c2c([nH]c3ccccc32)c1=O	9.2%	0.2%	-0.5%	17%	1%	-6%	11%	-6%	13%
Cc1cc(S(=O)(=O)NCc2ccccc2)ccc1OCC(=O)NCC1CCCO1 (stereo not drawn)	1.4%	-0.6%	-0.7%	-13%	8%	0%	13%	-10%	0%
N#CCSc1nc2ccc(N3CCCCC3)cc2c(=O)n1Cc1ccccc1	?	-1.1%	-0.8%	13%	6%	-2%	2%	-3%	7%	NS5 inhibitors pilot replicate=-2.7
CCN(CC)c1ccc(C(=O)OCC(=O)c2ccco2)cc1	0.0%	-0.6%	0.8%	13%	7%	-4%	15%	18%	-6%
COCc1c(C(=O)OCC(=O)N2c3ccccc3CC2C)oc2ccccc12 (stereo not drawn)	-0.9%	0.2%	-1.0%	-4%	4%	-13%	4%	-2%	9%
NC(=O)[C@H]1CC2(CC(c3cccc(NC(=O)[C@H]4CCC(=O)N4)c3)=NO2)CN1C(=O)c1ccccc1 (stereo partly drawn)	-1.0%	-0.4%	·	-15%	1%	-3%	25%	-10%	8%
CSc1cccc(NC(=O)CSc2ncccc2C(=O)Oc2cccc([N+](=O)[O-])c2)c1	1.1%	-0.6%	1.1%	0%	1%	3%	0%	8%	5%
O=C(C1=C[C@H](c2csc3ccccc23)C[C@H](OCCCCO)O1)N1CCN(Cc2ccc3c(c2)OCO3)CC1	15%	-0.4%	5.1%	-7%	-1%	2%	2%	-2%	14%
CC(=O)Nc1ccc(NS(=O)(=O)C(F)(F)F)cc1	1.4%	0.7%	-0.9%	-2%	-2%	-6%	9%	-4%	9%
COc1ccccc1C(CCNS(=O)(=O)c1ccc(C)cc1)c1ccco1 (stereo not drawn)	9.8%	-1.4%	-2.4%	0%	-8%	1%	10%	2%	5%
CN(c1ccc(C(=O)Nc2ccc3c(c2)n(C)c(=O)n3C)cc1)S(C)(=O)=O	2.7%	0.9%	·	9%	-7%	-8%	2%	5%	10%
COc1ccc(C(=O)NCC(=O)OCCCOC(=O)CNC(=O)c2ccc(OC)c(OC)c2)cc1OC	1.8%	0.5%	·	-4%	-1%	-10%	8%	-1%	-10%
CC1=CC(C)(C)N2C(=O)C3(SCC(=O)N3c3ccc(F)cc3)c3cc(C)cc1c32 (stereo not drawn)	3.5%	-0.9%	1.5%	-21%	-5%	-4%	3%	-10%	0%
CCOc1[nH]n(-c2ccccc2)c(=O)c1C=Nc1ccc(OC)cc1	2.3%	-0.9%	·	0%	4%	-2%	6%	1%	13%
Cn1c(=O)c2c(nc(OCc3cccnc3)n2Cc2ccccc2)n(C)c1=O	-2.8%	-0.6%	-3.0%	-4%	-11%	-5%	13%	3%	11%
Cc1ccc(S(=O)(=O)c2nnn3c2nc(N2CCN(c4ccccn4)CC2)c2ccccc23)cc1C	5.6%	1.2%	·	-24%	-12%	5%	11%	-3%	10%
COc1ccc(Cn2nnnc2C(c2ccccc2Cl)N2CCC(C(N)=O)CC2)cc1 (stereo not drawn)	1.9%	-0.4%	0.3%	3%	-6%	4%	-3%	6%	0%
CC(C)(C)CC(=O)Nc1nnc(C(F)(F)F)s1	1.7%	-0.2%	-2.2%	-8%	0%	0%	6%	6%	8%
O=C(Nc1ccccc1C(=O)N1CCOCC1)c1ccncc1	3.2%	0.3%	-1.8%	2%	·	-4%	4%	-9%	3%
OC(c1ccc(Cl)cc1)c1nccc2ccccc12 (stereo not drawn)	6.6%	-0.8%	·	-2%	·	-7%	4%	-2%	16%
COc1ccc(-c2cc(C(=O)Nc3cc(S(N)(=O)=O)ccc3C)c3ccccc3n2)cc1OC	-1.2%	·	·	·	-5%	·	14%	·	9%
CCOc1ccc(S(=O)(=O)Nc2cccc(C(=O)NCC(C)(C)N3CCOCC3)c2)cc1	-0.7%	·	·	·	1%	·	6%	-7%	2%
CCN(c1ccccc1)S(=O)(=O)c1ccc(C(=O)N2CCCC(C(F)(F)F)C2)cc1 (stereo not drawn)	2.2%	·	·	·	-6%	·	23%	-7%	3%
C=CCn1cccc(C(=O)Nc2ccc(Cl)cc2)c1=O	3.8%	-0.3%	·	-4%	1%	-2%	9%	-4%	7%
COC(=O)CSc1nnc(-c2cnccn2)n1C	1.7%	0.3%	0.6%	-14%	-6%	-3%	4%	15%	13%
CCCCN(CC)C(=O)Cn1nc(Cc2ccncc2)c2ccccc2c1=O	3.3%	0.4%	·	2%	-6%	3%	5%	-7%	9%
Cc1cc(C)cc(NC(=O)CN2CCC(C(=O)c3ccccc3)CC2)c1	-0.9%	-1.1%	·	7%	2%	-9%	4%	2%	2%
